High-throughput results as filed in PubChem.
JMJD2E inh: inhibitors of human JMJD2E histone demethylase; B2RXH2; JMJD2E catalytic domain, FDH-coupled NADH fluorescence (FDH is formaldehyde dehydrogenase); Potency, µM (doses to about 57.1 µM), without a hit: at the highest dose activity change, negative = inhibition, actives largely listed as inhibitors; actives 1.6% (n = 230,000); active means well fitted inhibition curve with a large enough effect, not every such curve was filed as active; inconclusive means small, poorly fitted or top-dose-only effect, or another doubt; inactive means no such curve, though single readings can be large or run the other way;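 further: 0% = wells with enzyme and -100% = buffer wells without enzyme; nearly all actives have a fitted effect of over 50% in size; many of its hits are not listed in these tables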
SMN2 splice up: increases expression of the SMN2 splice variant; AID 1458; HEK293 SMN2-luciferase splicing reporter, luminescence, 30-36 h; Potency, µM (doses to about 46.1 µM), for the others: at the highest dose activity change, positive = activation, hits mostly activators; actives 2.8% (n = 210,000); further: % of control where 0% means no effect; nearly all actives have a fitted effect of over 55% in size
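HEK293 cells carry an SMN2 minigene-luciferase reporter in which exon 7 inclusion puts luciferase in frame. Cells were seeded at 2000 cells/well, attached for 10-12 hours, then exposed to compounds for 30-36 hours at 37C before ONE-Glo luminescence.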
NPSR antagonist: neuropeptide S receptor (human) antagonism, cAMP; AID 1461; actives 1% (n = 220,000); CHO-NPSR cells, cAMP TR-FRET, antagonist mode; Potency, µM (titrated, usually from 38.3 µM), inactives show at the highest dose activity change, negative = inhibition, actives largely listed as inhibitors; Q6W5P4; further: on the % scale 0 is the no-effect control and ±100 the full control effect; nearly all actives have a fitted effect of over 50% in size; many of its hits are not listed in these tables
IMPase Li cell: IMPase inhibition in cells with lithium potentiation. CHO-M1 cells, IP1 TR-FRET (IP-One), carbachol + lithium. Potency, µM (top dose mostly 59.4 µM), without a hit: top-dose activity, negative = IMPase inhibition, hits mostly inhibitors. actives 0.35% (n = 210,000). AID 1457;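 further: IP1 builds up when IMPase is blocked and the TR-FRET signal falls; plate controls were basal vehicle for no effect and high inhibitor control for full effect; nearly all actives have a fitted effect of over 50% in size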
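CHO-M1, 2000 cells/well, 16–30 h culture; cpd + low Li+, 30 min 37C; lysis with d2-IP1/Eu-anti-IP1 Ab, 10 min RT; TR-FRET 665/620 ratio and 620 channel; AC50 via Hill.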
RGS12 GoLoco inh: blocks human Gai1 binding to RGS12 GoLoco peptide, red readout; Gai1:RGS12 GoLoco peptide FP, rhodamine, 10 min; AID 880; actives 0.44% (n = 230,000); Potency, µM (doses to about 61.6 µM), without a hit: at the top dose activity, negative = inhibition, actives largely listed as inhibitors; P63096; active means well fitted inhibition curve with a large enough effect, not every such curve was filed as active; inactive means no such curve, though single readings can be large or run the other way; further: on the % scale 0 is the no-effect control and ±100 the full control effect; nearly all actives have a fitted effect of over 30% in size; many of its hits are not listed in these tables
Target sequence (P63096 whole entry, looked up): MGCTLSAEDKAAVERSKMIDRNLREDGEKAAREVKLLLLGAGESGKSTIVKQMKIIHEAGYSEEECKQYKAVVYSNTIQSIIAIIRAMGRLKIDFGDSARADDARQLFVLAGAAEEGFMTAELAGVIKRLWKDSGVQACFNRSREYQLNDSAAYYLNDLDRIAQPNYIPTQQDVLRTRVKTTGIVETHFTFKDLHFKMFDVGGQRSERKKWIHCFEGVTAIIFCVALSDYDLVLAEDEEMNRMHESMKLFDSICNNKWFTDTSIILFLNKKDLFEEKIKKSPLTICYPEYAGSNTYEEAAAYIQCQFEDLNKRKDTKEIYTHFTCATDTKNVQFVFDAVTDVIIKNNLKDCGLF
Epigenetic derep: epigenetic control regulation, reporter derepression. murine LDR cells, GFP reporter derepression, 30 h. Potency, µM (doses to about 53.9 µM), for inactives: top-dose GFP activation, usual class: activators. actives 0.2% (n = 280,000). AID 1865; further: % of control where 0% means no effect; nearly all actives have a fitted effect of over 60% in size
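Murine LDR cells carrying a silenced, genomically integrated CMV-driven GFP reporter were exposed to compound for 30 hours at 37 C. After PBS washes, GFP-positive cells (20–120 um objects) were counted by laser-scanning microplate cytometry.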
KinaseGlo FLuc: blocks Kinase-Glo luciferase, a counter-screen artifact; Q27757; Kinase-Glo luciferase, ATP luminescence, 8 min; Potency, µM (doses to about 38.3 µM), for inactives: at the highest dose activity change, negative = inhibition, actives largely listed as inhibitors; actives 0.28% (n = 200,000); AID 1379; further: on the % scale 0 is the no-effect control and ±100 the full control effect; nearly all actives have a fitted effect of over 60% in size
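Compound is pinned into ATP-containing buffer (10 uM ATP, imidazole pH 7.2, 7 mM MgCl2). Kinase-Glo luciferase reagent is then added. Light output is recorded following an 8-min room-temperature incubation.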
RECQ1 inh: blocks DNA unwinding by human RECQ1 | P46063 | RECQ1 DNA unwinding, red fluorescence kinetic read | Potency, µM (titrated, usually from 57.3 µM), without a hit: at the highest dose activity, negative = inhibition, usual class: inhibitors | actives 0.54% (n = 240,000);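 further: plate controls were vehicle for no effect and no enzyme for full effect; nearly all actives have a fitted effect of over 30% in size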
Target sequence (P46063 whole entry, looked up): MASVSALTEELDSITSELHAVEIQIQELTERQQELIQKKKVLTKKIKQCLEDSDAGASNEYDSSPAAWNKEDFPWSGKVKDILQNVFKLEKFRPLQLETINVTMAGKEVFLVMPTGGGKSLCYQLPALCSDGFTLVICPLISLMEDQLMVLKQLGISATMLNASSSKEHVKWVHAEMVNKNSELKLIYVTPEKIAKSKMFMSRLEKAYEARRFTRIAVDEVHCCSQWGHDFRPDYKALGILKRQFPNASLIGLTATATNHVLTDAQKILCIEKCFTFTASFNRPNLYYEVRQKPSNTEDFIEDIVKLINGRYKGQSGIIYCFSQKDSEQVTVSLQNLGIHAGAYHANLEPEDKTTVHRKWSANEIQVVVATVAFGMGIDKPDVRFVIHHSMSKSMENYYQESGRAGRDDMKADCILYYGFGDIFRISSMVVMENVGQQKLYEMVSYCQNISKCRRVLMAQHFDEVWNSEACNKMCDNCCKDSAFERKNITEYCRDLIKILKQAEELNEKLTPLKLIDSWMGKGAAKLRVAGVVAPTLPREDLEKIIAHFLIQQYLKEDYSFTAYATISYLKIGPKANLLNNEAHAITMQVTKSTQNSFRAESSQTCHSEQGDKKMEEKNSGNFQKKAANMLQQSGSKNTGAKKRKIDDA
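RECQ1T1 50 nM; forked duplex (20 bp + 30-nt ss tails) 200 nM, ATP 2 mM final; pH 8.0, 2 mM MgCl2, 2.5 ug/ml poly(dI-dC); 15 min compound preincubation; discontinuous kinetic read over 2 h at RT.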
Starred values were filed as active, the others as inactive; i = inactive; ? = inconclusive; . = no result given; [ ] = remark or other dose. Unless noted, the call rests on the fitted dose curve; in most records, active means well fitted curve in the direction sought with a large enough effect; inconclusive means small, poorly fitted or top-dose-only effect, or another doubt; inactive means no such curve, though single readings can be large; an effect the other way counts as inactive or inconclusive. Potency means the concentration at half of the fitted maximal effect. Only part of the results is shown; the hit share may differ from the screen's.

The opening 4 records as a preview:
Every second line gives: JMJD2E inh | SMN2 splice up | NPSR antagonist | IMPase Li cell | RGS12 GoLoco inh | Epigenetic derep | KinaseGlo FLuc | RECQ1 inh
- COc1ccc(/C(N)=N/OC(=O)Cc2ccc(OC)c(OC)c2)cc1
→ -29% | . | -8%[46.1 µM] | . | . | 2.1% | . | i
- O=C(Cn1cnc2ccccc21)N/N=C/c1ccco1
→ -3% | -5% | -14%[46.1 µM] | 0% | -3% | 0.0% | 5% | -5%
- CCCCn1c(-c2nn(C)c(C)c2Cl)n[nH]c1=S
→ -3% | -8% | -1%[46.1 µM] | -12%[38.3 µM] | 3% | -1.2% | 3% | -3%
- Cc1ccc(C2(C(F)(F)F)NC(=O)N3CCCN=C3S2)cc1 (stereo not given)
→ 5% | -2% | -1%[46.1 µM] | 1%[38.3 µM] | 1% | -0.7% | 1% | 9%

The list itself, from the start:
Every second line gives: JMJD2E inh | SMN2 splice up | NPSR antagonist | IMPase Li cell | RGS12 GoLoco inh | Epigenetic derep | KinaseGlo FLuc | RECQ1 inh
- COc1ccc(/C(N)=N/OC(=O)Cc2ccc(OC)c(OC)c2)cc1
→ -29% | . | -8%[46.1 µM] | . | . | 2.1% | . | i
- O=C(Cn1cnc2ccccc21)N/N=C/c1ccco1
→ -3% | -5% | -14%[46.1 µM] | 0% | -3% | 0.0% | 5% | -5%
- CCCCn1c(-c2nn(C)c(C)c2Cl)n[nH]c1=S
→ -3% | -8% | -1%[46.1 µM] | -12%[38.3 µM] | 3% | -1.2% | 3% | -3%
- Cc1ccc(C2(C(F)(F)F)NC(=O)N3CCCN=C3S2)cc1 (stereo not given)
→ 5% | -2% | -1%[46.1 µM] | 1%[38.3 µM] | 1% | -0.7% | 1% | 9%
- CCC1CCCN1Cn1cnc2c([nH]c3ccccc32)c1=O (stereo not given)
→ ? | -13% | 10%[46.1 µM] | 7%[38.3 µM] | 2% | 0.0% | -1% | i
- COc1ccc2c(c1)c(C(C)=O)c(C)n2-c1ccccc1
→ 1% | 8% | -19%[46.1 µM] | 0%[38.3 µM] | 6% | -1.0% | -4% | -7%
- CN(CC(=O)NNC(=O)c1cccnc1)S(=O)(=O)c1cc(Cl)ccc1Cl
→ -5% | -1% | 12% | -3% | -23% | -1.8% | -2% | 14%
- O=C(CCC(=O)Nc1ccc(Br)cc1)N/N=C/c1cc([N+](=O)[O-])ccc1O
→ ? | -8% | -2% | -2% | 6% | 3.6% | 6% | i
- CNC(=O)c1sc(SC)cc1-c1ccc(Cl)cc1
→ 1% | -1% | -15%[46.1 µM] | ? | 4% | 1.3% | -5% | -8%
- CC(c1ccco1)N(C(=O)c1ccc(S(=O)(=O)N2CCCCC2)cc1)c1ccccn1 (stereo not given)
→ -14% | -21% | -9%[46.1 µM] | 25%[38.3 µM] | -10% | -1.0% | -5% | 6%
- OCCN1CCN(c2nc(-c3ccccc3)nc3c2oc2ccccc23)CC1
→ ? | -6% | -22%[46.1 µM] | 0%[38.3 µM] | 0% | 0.7% | -3% | 1%
- CN1CCN(c2nc(-c3cccs3)cc(C(F)(F)F)n2)CC1
→ ? | 2% | -8%[46.1 µM] | 17%[38.3 µM] | 4% | 0.0% | 0% | -8%
- CC(=O)NC1=NC(=O)/C(=C/c2cc(C)n(-c3cccc(C(=O)O)c3)c2C)S1
→ ? | . | -2% | 6% | 49%[activator] | -1.3% | . | ?
- COC(=O)c1ccccc1NC(=O)CSc1nc(-c2ccco2)cc(C(F)(F)F)n1
→ ? | -11% | 12%[46.1 µM] | 7%[38.3 µM] | 7% | 2.2% | -2% | 1%
- O=c1cc(-c2ccccc2)[nH]c2ccc(Cl)cc12
→ . | . | . | ? | 5%[88.7 µM] | 8.4%[96.6 µM] | -1%[39.9 µM] | i
- C[C@@H](C(=O)NCCCCCC(=O)O)n1nnc2ccccc2c1=O
→ -2% | . | -11% | . | 2% | 1.6% | . | i
- CCOc1ccc(NC(=O)c2ccco2)cc1
→ -1% | 10µM* | -8%[46.1 µM] | 24%[38.3 µM] | -5% | 0.0% | -22% | -8%
- O=C(CN1CCN(Cc2ccccc2Cl)CC1)N/N=C/c1ccccn1
→ 0% | . | -42% | . | 5% | 1.2% | . | -3%
- CCC(C)NC(=O)C1c2ccccc2C(=O)N(c2ccc(OC)cc2)C1c1ccc(OC)cc1 (stereo not given)
→ 6% | 5% | ? | 5%[38.3 µM] | 3% | 1.6% | 18% | -6%
- COc1ccc(N2C(=O)C3CCCN3C2c2cccc(F)c2)cc1Cl (stereo not given)
→ -1% | . | -14%[46.1 µM] | . | . | -0.2% | . | -4%
- CCc1nnc(NC(=O)C2CCN(c3cnccn3)CC2)s1
→ -27% | -11% | -9%[7.67 µM] | 4%[38.3 µM] | 2% | -2.4% | -5% | 0%
- Cc1ccc2c(c1)-c1c(ssc1=S)C(C)(C)N2C(=O)CN1C(=O)c2ccccc2C1=O
→ 9% | -12% | -18%[46.1 µM] | 4%[38.3 µM] | 5% | -2.0% | -3% | -1%
- NS(=O)(=O)c1cccc(NC(=O)COC(=O)Cc2ccc(S(=O)(=O)N3CCCCC3)s2)c1
→ -15% | 7% | -3% | -2% | 45%[activator] | -0.6% | 0% | -11%
- CCOC(=O)Cn1c(=O)c2c(nc(N3CCCCC3)n2C)n(C)c1=O
→ 6% | -6% | -4%[46.1 µM] | 3%[38.3 µM] | 8% | -1.2% | -1% | i
- CNC(=O)C(Sc1ccccc1)c1ccccc1 (stereo not given)
→ -1% | -15% | -1%[46.1 µM] | -3%[38.3 µM] | -5% | 0.0% | 0% | 8%
- CCCn1nnc2c(=O)oc3ccccc3c21
→ 1% | -3% | 10% | -4% | 5% | -3.2% | -1% | -5%
- Cc1nc2scc(-c3cccs3)c2c(=O)n1N
→ -28% | 16% | 8% | -4% | 4% | 0.0% | 2% | 4%
- COc1cccc(C2Nc3c(F)cc(Br)cc3C3C=CCC32)c1OC (stereo not given)
→ 1% | -22% | -39% | 1% | 8% | 0.2% | 0% | -1%
- C[C@@H]1CN(Cc2nc(-c3cnccn3)no2)C[C@H](C)O1
→ -3% | . | -17% | -1% | -12% | 4.2% | 0% | 10%
- O=C(Nc1ncc(Cc2cccc(Cl)c2Cl)s1)C1CCCO1 (stereo not given)
→ -6% | 16µM* | 14% | 22% | 21% | 3.0% | -3% | i
- Cc1ccc(CNC(=O)CCCn2c(=O)[nH]c3ccccc3c2=O)cc1
→ ? | -1% | -13%[46.1 µM] | -19%[38.3 µM] | 5% | 3.0% | -7% | -1%
- Cc1cc(C)n2c(SCC(C)C)nnc2n1
→ -1% | . | -6% | 3% | 19% | 1.1% | -1% | 13%
- CCOC(=O)C1=C(c2ccccc2)O/C(=C(\C(=O)OC)C(F)(F)F)S1
→ ? | -11% | -17%[46.1 µM] | 45%[activator][38.3 µM] | 10% | 0.6% | -2% | i
- CCCCNC(=O)CSc1nc(CCC)nc2ccccc12
→ 16% | -24% | -29% | -22% | -18% | 1.1% | 1% | -14%
- COc1ccc2c(c1)OC[C@H]1c3cc4c(cc3O[C@@H]21)OCO4
→ 4% | -5% | . | 8% | 4% | 0.0% | -1% | -1%
- O=C(CSc1nc2ccc(NC(=O)CSc3nnnn3Cc3ccccc3)cc2s1)Nc1ccccc1
→ -17% | -8% | -13%[46.1 µM] | -24% | 62%[activator] | 1.0% | 2% | -2%
- CCOc1cc(OCC)cc(C(=O)Nc2cccnc2)c1
→ 1% | 11% | -20%[46.1 µM] | -19%[38.3 µM] | 1% | -0.9% | 4% | i
- N/C(=N\OC(=O)c1cccc([N+](=O)[O-])c1)c1cccnc1
→ 8% | -3% | 20% | 3% | 5% | 1.1% | 0% | -5%
- COC(=O)CC1=NC(=O)CS1
→ 7% | 1% | 4%[7.67 µM] | 1%[38.3 µM] | 7% | 3.1% | -1% | i
- O=C(OCC(=O)N1CCN(C(=O)c2ccco2)CC1)c1cc(-c2cccc(Br)c2)nc2ccccc12
→ ? | -12% | -22%[46.1 µM] | 28%[38.3 µM] | 0% | 3.1% | -2% | -2%
- Cc1cc(C(=O)Nc2ccon2)cs1
→ 1% | ? | -10%[46.1 µM] | 59%[activator][38.3 µM] | 6% | -1.0% | 2% | 4%
- CCOc1ccc2c(c1)N(C(=O)CN1C(=O)CCC1=O)C(C)(C)C=C2C
→ 3% | -15% | 11%[46.1 µM] | -6%[38.3 µM] | 4% | 2.3% | 10% | i
- CC(=O)Nc1ccc(C(=O)Cn2nnc3ccccc3c2=O)cc1
→ 0% | 24% | 3%[46.1 µM] | -2%[38.3 µM] | 12% | 0.0% | 1% | -2%
- CCCCCNC(=O)c1cc(S(=O)(=O)N2CCCCC2)ccc1F
→ 3% | -14% | -17%[46.1 µM] | 8%[38.3 µM] | -1% | 0.1% | 2% | i
- Cc1cc(C)cc(NC(=O)N2CCCCCCC2)c1
→ -1% | 5% | 2% | 9% | 0% | -3.8% | 0% | i
- O=C(Nc1ccc(S(=O)(=O)N2CCCCC2)cc1)c1ccc(CN2CCc3ccccc3C2)cc1
→ ? | -66%[inhibitor] | -14%[46.1 µM] | 13%[38.3 µM] | -3% | 3.5% | 1% | ?
- C/C(=N\N=C(c1ccccc1)c1ccccc1)c1cccs1
→ -4% | -14% | -24%[46.1 µM] | 13%[38.3 µM] | 2% | -1.4% | -3% | 18µM*
- N#Cc1cc(-c2ccccc2)nc(N2CCNCC2)n1
→ 10% | . | 4% | . | 5% | 2.4% | . | -4%
- Cc1ccc(C)c(NC2=NS(=O)(=O)c3ccccc32)c1
→ 5% | . | -2%[46.1 µM] | 12%[38.3 µM] | 11% | 0.0% | -4% | -7%
- COC(=O)c1c(NS(=O)(=O)c2ccc(C)cc2)sc2c1CCC(C)C2 (stereo not given)
→ 12% | -32%[inhibitor] | -5%[46.1 µM] | 3% | 8% | 0.1% | -3% | 0%
- CCCCOCCCNC(=O)COc1ccccc1
→ -2% | 4% | -5%[46.1 µM] | -2%[38.3 µM] | 6% | 0.0% | 0% | ?
- Cc1c(O)nc(SC2CC(=O)N(c3ccccc3)C2=O)[nH]c1=O (stereo not given)
→ 3% | 5% | -5%[46.1 µM] | -4%[38.3 µM] | -4% | 0.0% | 3% | i
